# Bioassay records: PubChem, several laboratories
# HPDE-C7K KRASV12: cytotoxicity in KRAS-transformed pancreatic duct cells, primary screen, cell-based, fluorescence, HTS (AID 431); cytotoxicity, % at 10 µM; hits with a dose series show EC50 in µM; hit rate 1.7% among 63,000; HPDE-C7K KRASV12 cells, Alamar Blue viability, 48 h; higher % means a stronger effect;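 active = compounds whose percent cytotoxicity in the single-dose primary screen, scaled between solvent and toxic-drug controls, exceeds 50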;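 also: 0% = DMSO solvent wells and 100% = doxorubicin-treated wells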
# Spn DPM-DC inh: S. pneumoniae DPM-DC inhibitors, primary screen, biochemical, PK/LDH-coupled NADH fluorescence. calls only at 10 µM. diphosphomevalonate decarboxylase (Streptococcus pneumoniae D39). hit rate 0.49% among 65,000. purified DPM-DC. AID 556, 2006;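 active = the 320 compounds with the highest percent inhibition in the single-dose primary screen, excluding strongly autofluorescent ones, cut at about 32% in these data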;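 also: kinetic rate of NADH fluorescence loss reporting ADP formed by the decarboxylase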
# MK inhibit: S. pneumoniae MK inhibitors, primary screen, biochemical, PK/LDH-coupled NADH absorbance; purified MK, PK/LDH-coupled NADH absorbance 340 nm; inhibition, % at 10 µM; hit rate 0.48% among 65,000;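 active = ranked among the strongest by inhibition in the single 10 µM screen, a fixed top-ranked set picked for dose follow-up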; also: no value below 0 was filed
# LYP phosphatase: LYP phosphatase inhibitors, primary screen, biochemical, DiFMUP fluorescence, recombinant catalytic domain, 10 µM (AID 606); recombinant LYP catalytic domain, DiFMUP fluorescence; higher % means a stronger effect; one-dose inhibition, % at 10 µM; IC50 in µM for titrated hits; Tyrosine-protein phosphatase non-receptor type 22 (Homo sapiens); 52,000 tested, under 10 active;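 active = IC50 under 40 µM in the dose-response test; inactive = IC50 of 40 µM or more, or never dose-tested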
# HPDE-C7 viability: cytotoxicity in HPDE-C7 cells, cell-based, fluorescence, HTS (AID 430). HPDE-C7 pancreatic duct cells viability, fluorescence; higher % means a stronger effect. cytotoxicity, % at 10 µM; hits with a dose series show EC50 in µM. hit rate 1.8% among 63,000;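 also: cells exposed to compound for 48 hours before viability readout; 0% = vehicle and 100% = reference cytotoxic drug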
# PMK inhibit: S. pneumoniae PMK inhibitors, primary screen, biochemical, mevalonate pathway, pilot trial included. inhibition, % at 10 µM. phosphomevalonate kinase (Streptococcus pneumoniae D39). hit rate 0.49% among 65,000. AID 539, 2006. purified PMK, PK/LDH-coupled NADH absorbance 340 nm;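 active = top-ranked compounds by inhibition in the single 10 µM screen, taking a fixed number of the strongest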;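 also: 0% = full reaction with DMSO carrier and 100% = background rate without enzyme reaction; no value below 0 was filed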
# TNAP inhibition: human TNAP enzyme inhibitors, biochemical, luminescent (AID 518); purified TNAP enzyme, luminescent substrate readout; higher % means a stronger effect; inhibition, % at 20 µM; hits with a dose series show IC50 in µM; hit rate 0.09% among 64,000; in the data active = a potency from the dose series; inactive = the rest, 99 in 100 with inhibition below about 22%;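 also: plate controls were vehicle for no effect and reference inhibitor for full effect; many of its hits are not listed in these tables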
# Bfl-1 inhibitors: Bfl-1 inhibitors, primary screen, biochemical, fluorescence polarization, FITC-Bid, mouse (AID 432) | Bcl-2-related protein A1 (Mus musculus) | hit rate 0.02% among 64,000 | displacement, % at 20 µM; hits with a dose series show IC50 in µM | FITC-Bid BH3 peptide fluorescence polarization displacement; higher % means a stronger effect; in the data active = a potency from the dose series; inactive = the rest, 99 in 100 with displacement below about 15%; also: strong numbers were not always called active
# HT1080 cytotoxicity: cytotoxicity in HT1080 fibrosarcoma cells, cell-based, fluorescence readout (AID 620); HT1080 viability, fluorescence; higher % means a stronger effect; one-dose cytotoxicity, % at 10 µM; EC50 in µM for titrated hits; hit rate 0.42% among 87,000;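 also: cells exposed to compound overnight then 4 h with Alamar Blue; 0% = vehicle DMSO and 100% = killing control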
# PMK inhibit pilot replicates: further read-out of PMK inhibit, marked with its call; inhibition, %; measured here: pilot screen replicates
# MK inhibit pilot replicates: further read-out of MK inhibit, marked with its call; inhibition, %; measured here: pilot screen replicates
# Spn DPM-DC inh pilot screen %: also measured in Spn DPM-DC inh; calls as there; inhibition, %; measured here: pilot screen trials
# Starred values were filed as active, the others as inactive; i = inactive; · = not tested or not shown. Rule as the data show it, unless noted: active = cytotoxicity above about 50%; inactive = the rest.
SMILES,HPDE-C7K KRASV12,Spn DPM-DC inh,Spn DPM-DC inh pilot screen %,MK inhibit,MK inhibit pilot replicates,LYP phosphatase,HPDE-C7 viability,PMK inhibit,PMK inhibit pilot replicates,TNAP inhibition,Bfl-1 inhibitors,HT1080 cytotoxicity
O=S(=O)(O)c1nc2ccccc2n1Cc1ccc(Cl)cc1,-1%,i,·,11,·,·,6%,0,·,8%,2%,1%
COc1ccccc1N1C(=O)N(C(C)=O)C2C1Nc1ccccc1N2C (stereo not drawn),6%,i,·,1,·,-8%,11%,1,·,6%,-16%,1%
COc1ccc(C2c3c(n[nH]c3C)CC(C)(O)C2C(C)=O)cc1OC (stereo not drawn),0%,i,·,6,·,-10%,2%,7,·,-2%,2%,1%
Cc1ccc(-c2cn3cccnc3n2)cc1NC(=O)c1ccc(Br)o1,28%,·,·,0,4.5,·,34%,17,5.0,13%,4%,38%
CCOC(=O)N1CCC(Nc2c(Nc3ccc(C)c(C)c3)c(=O)c2=O)CC1,-15%,i,·,7,·,-2%,-18%,17,·,4%,-3%,3%
COC(=O)c1ccccc1NC(=O)C1CCCN(S(=O)(=O)c2ccc(OC)cc2)C1 (stereo not drawn),-10%,i,·,5,·,11%,-7%,1,·,9%,3%,-1%
COCCn1cnc2cc(C)c(C)cc21,-12%,i,·,4,·,8%,-10%,12,·,6%,·,5%
C=CCN=C(CC)C1=C(O)CCCC1=O,·,i,·,7,·,10%,·,11,·,12%,13%,-9%
COCCn1c(=S)[nH]c2cc(C(=O)NCCCN3CCOCC3)ccc2c1=O,-8%,i,·,6,·,-9%,-12%,11,·,6%,4%,2%
COc1cccc(N2CCN(Cc3nc4ccccc4c(=O)[nH]3)CC2)c1,4%,i,·,2,·,16%,-3%,1,·,3%,1%,·
COc1ccccc1NCN1C(=O)CCC1=O,11%,i,5.0,4,1.0,2%,2%,5,2.5,14%,5%,-1%
O=C(O)c1cccc(CSc2nnc(COc3ccccc3)o2)c1,-13%,i,·,9,·,11%,-18%,7,·,1%,0%,-1%

# Single entries from the list:
# `Cc1ccc(-c2cn3cccnc3n2)cc1NC(=O)c1ccc(Br)o1` – PMK inhibit pilot replicates = 5.0
# `COc1ccccc1NCN1C(=O)CCC1=O` – PMK inhibit pilot replicates = 2.5

# Continued:
SMILES,HPDE-C7K KRASV12,Spn DPM-DC inh,Spn DPM-DC inh pilot screen %,MK inhibit,MK inhibit pilot replicates,LYP phosphatase,HPDE-C7 viability,PMK inhibit,PMK inhibit pilot replicates,TNAP inhibition,Bfl-1 inhibitors,HT1080 cytotoxicity
CS(=O)(=O)N(Cc1ccc(F)cc1)Cc1nc2ccccc2c(=O)[nH]1,-8%,i,·,0,·,·,-6%,24,·,10%,4%,0%
Cc1ccc(-c2cccc(NC(=O)C3C(C(=O)O)[C@@H]4C=C[C@H]3C4)c2)o1 (stereo partly drawn),·,i,·,12,·,10%,·,1,·,15%,9%,-18%
CCCc1c(C)c2ccc(OCC(C)=O)cc2oc1=O,-11%,·,·,6,·,-1%,-14%,6,·,9%,-4%,2%
COc1cccc(/C=N/n2c(C)nc3ccccc32)c1OC,-8%,i,5.5,6,3.0,8%,-15%,4,2.5,14%,-2%,-21%
CCOC(=O)NCc1ccc(CNC(=O)OCC)cc1,2%,i,·,12,·,-26%,0%,10,·,4%,-5%,1%
CC(=O)Nc1ccc2c(c1)nc(CCNC(=O)c1ccccc1)n2C,0%,i,0.5,3,0.0,0%,-17%,10,4.5,-5%,-5%,4%
COc1ccc(C(=O)CSc2nnc(-c3cc(C)cc(C)c3)o2)cc1,-4%,i,·,3,·,2%,-24%,7,·,9%,2%,-2%
COc1ccc(-n2nnc3c(SCC(=O)OCc4ccccc4)ncnc32)cc1,-5%,i,·,3,·,-7%,-6%,5,·,5%,-6%,1%
CN(C)/C=C(\C#N)c1nc2ccccc2[nH]1,-3%,i,1.0,5,5.0,·,10%,9,0.0,11%,-6%,0%
CCn1c(SCc2ccccc2)nnc1-c1cccs1,-10%,i,·,0,·,-3%,-20%,12,·,-7%,-3%,0%
CCOc1ccc(NS(=O)(=O)c2ccc3[nH]cc(C(=O)N(CC)CC)c(=O)c3c2)cc1,-5%,i,·,0,·,12%,-13%,8,·,6%,5%,5%
Cc1ccc(N)c(C(=O)CCCCC(=O)O)c1,-22%,i,·,3,·,8%,-17%,0,·,-4%,-4%,10%
Cc1ccc(C)c(NC(=O)C(Sc2nncn2C)c2ccccc2)c1 (stereo not drawn),5%,i,·,5,·,10%,-2%,5,·,9%,-8%,5%
O=C(NCc1ccco1)c1csc(Nc2ccccc2Cl)n1,13%,i,0.0,7,3.0,-2%,30%,13,2.0,14%,-4%,10%
COc1ccc(C(=O)Cn2nnc(-c3ccccc3-n3cnnn3)n2)cc1,-10%,i,·,5,·,7%,-14%,5,·,11%,4%,0%
Cc1ccc(CSc2nnc(-c3ccc(S(=O)(=O)N4CCCC4)cc3)o2)cc1,-14%,i,·,10,·,·,-2%,7,·,6%,4%,-3%
O=C(NCCCN1CCCC1=O)c1ccccc1NS(=O)(=O)c1ccc(F)cc1,-2%,i,·,13,·,·,1%,10,·,2%,-11%,5%
CCCCCc1nnc(NC(=O)CS(=O)(=O)Cc2ccccc2)s1,·,i,·,7,·,2%,·,3,·,5%,-8%,-2%
O=C(NCc1ccco1)C(Cc1ccccc1)N1C(=O)c2ccccc2C1=O (stereo not drawn),-13%,i,·,11,·,17%,-10%,0,·,13%,3%,-6%
Cc1nnc(SCC(=O)N2CCN(S(=O)(=O)c3ccccc3)CC2)[nH]c1=O,2%,i,4.0,2,0.0,12%,7%,12,2.5,17%,-5%,-5%
C=CCOc1ccccc1/C=c1\sc2nc(=O)c(C)nn2c1=O,-24%,i,0.0,5,0.0,6%,-24%,11,0.0,16%,0%,8%
Cc1nc2ccccc2c2oc(C(=O)NCC3COc4ccccc4O3)cc12 (stereo not drawn),36%,i,0.5,0,3.0,9%,42%,0,5.0,12%,5%,5%
COC(=O)c1c(=O)n(O)c2ccc(OC)cc2[n+]1[O-],·,i,·,3,·,·,·,8,·,18%,158%,24%
Cn1c(CSCc2ccc(Cl)c(Cl)c2)nnc1SCC(=O)Nc1nccs1,-2%,i,·,7,·,17%,8%,3,·,15%,-12%,-1%
N#CC1=C(N)OC2=C(C(=O)CCC2)C1Cc1ccccc1 (stereo not drawn),·,i,·,3,·,·,·,7,·,·,·,-6%
CCn1c(=O)n(CC(=O)N(C)Cc2ccccc2)c(=O)c2ccccc21,24%,i,0.0,0,1.0,12%,18%,13,4.5,23%,-14%,19%
CN(C)C(=O)Oc1ccc[n+](C)c1,-7%,i,3.0,7,1.0,17%,-8%,3,6.0,19%,6%,23%
COc1cccc(-c2csc3nc[nH]c(=O)c23)c1,5%,i,0.0,6,0.0,3%,7%,6,0.0,7%,-7%,6%
C=C(Br)Cn1c(CCC)nc2ccccc21,-3%,i,·,6,·,-8%,-9%,7,·,9%,4%,10%
COc1cc(OC)c(NC(=O)CCc2nc(-c3ccc(C)cc3)no2)cc1Cl,-14%,i,·,4,·,5%,-10%,4,·,5%,-10%,-7%
CSc1oc(-c2ccccc2)nc1S(=O)(=O)c1ccc(F)cc1,-1%,i,0.0,2,0.0,9%,11%,9,1.0,12%,-1%,41%
Cc1cc(C)n(-c2nc(NCCCO)c3c4c(sc3n2)CCCC4)n1,25%,i,·,0,·,4%,25%,7,·,-5%,-3%,10%
O=c1[nH]c(SCc2ccccc2Cl)nc2c1CCC2,-6%,i,·,10,·,1%,0%,0,·,10%,2%,-4%
C=CCSc1nc(O)c(CC)c(=O)n1C(C)CC (stereo not drawn),-10%,i,·,3,·,·,-16%,3,·,15%,-4%,6%
O=C(CSc1nc2scc(-c3ccco3)c2c(=O)n1-c1ccccc1)NCC1CCCO1 (stereo not drawn),-5%,i,·,13,·,-16%,-14%,2,·,9%,1%,-6%
CCCn1c(NC(=O)C2COc3ccccc3O2)nc2ccccc21 (stereo not drawn),-10%,i,1.0,0,0.0,14%,-27%,9,3.5,10%,10%,0%
O=C(c1ccco1)c1n[nH]nc1-c1ccccc1,10%,i,·,6,·,5%,0%,0,·,-2%,-1%,-5%
CC(C)=CCSc1nnc([C@@H](NC(=O)OC(C)(C)C)C(C)C)o1,-15%,i,·,6,·,14%,-14%,8,·,8%,-6%,16%
Cc1occc1C(=O)N1CCN(Cc2ccccc2)CC1,6%,i,0.0,0,2.0,11%,-2%,15,1.0,6%,2%,2%
O=C(COc1ccc(Cl)cc1Br)N1CCN(c2ccccc2)CC1,2%,i,·,0,·,·,0%,0,·,0%,0%,0%

# Of the compounds above, seven have two or more sulfur atoms.
SMILES,HPDE-C7K KRASV12,Spn DPM-DC inh,Spn DPM-DC inh pilot screen %,MK inhibit,MK inhibit pilot replicates,LYP phosphatase,HPDE-C7 viability,PMK inhibit,PMK inhibit pilot replicates,TNAP inhibition,Bfl-1 inhibitors,HT1080 cytotoxicity
CCn1c(SCc2ccccc2)nnc1-c1cccs1,-10%,i,·,0,·,-3%,-20%,12,·,-7%,-3%,0%
Cc1ccc(CSc2nnc(-c3ccc(S(=O)(=O)N4CCCC4)cc3)o2)cc1,-14%,i,·,10,·,·,-2%,7,·,6%,4%,-3%
CCCCCc1nnc(NC(=O)CS(=O)(=O)Cc2ccccc2)s1,·,i,·,7,·,2%,·,3,·,5%,-8%,-2%
Cc1nnc(SCC(=O)N2CCN(S(=O)(=O)c3ccccc3)CC2)[nH]c1=O,2%,i,4.0,2,0.0,12%,7%,12,2.5,17%,-5%,-5%
Cn1c(CSCc2ccc(Cl)c(Cl)c2)nnc1SCC(=O)Nc1nccs1,-2%,i,·,7,·,17%,8%,3,·,15%,-12%,-1%
CSc1oc(-c2ccccc2)nc1S(=O)(=O)c1ccc(F)cc1,-1%,i,0.0,2,0.0,9%,11%,9,1.0,12%,-1%,41%
O=C(CSc1nc2scc(-c3ccco3)c2c(=O)n1-c1ccccc1)NCC1CCCO1 (stereo not drawn),-5%,i,·,13,·,-16%,-14%,2,·,9%,1%,-6%
